RPL19A-GFP yeast – yeast TOR pathway RPL19A-GFP modulation; 330,000 tested, 0.3% active; percent response vs DMSO, % at 10 µM; AID 2025; S. cerevisiae RPL19A-GFP strain, flow cytometry, 3 h; stronger effect = lower value;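 active = percent response vs DMSO below 50%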;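 note: median channel GFP fluorescence of the barcoded RPL19A-GFP strain; ratio of sample median GFP to plate DMSO average so 100% = DMSO; lower means less RPL19A-GFP as with rapamycin TOR inhibition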
LAP4 TOR yeast – alters LAP4-GFP fluorescence in TOR pathway yeast screen | S. cerevisiae LAP4-GFP multiplex, flow cytometry GFP, 3 h; median GFP as percent of DMSO wells | 320,000 tested, 0.34% active | GFP response vs DMSO, % at 10 µM;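 active = GFP response vs DMSO above a set limit, about the screen mean plus 3 SD, cut at about 150% in these data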
AHR act – activators of human aryl hydrocarbon receptor; AHR-responsive luciferase reporter cells, luminescence; activation, % at 5 µM; 320,000 tested, 2.5% active; AID 2796; in the data active = activation above about 47%;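 note: 0% = vehicle wells and 100% = reference agonist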
Target sequence (P35869 whole entry, looked up): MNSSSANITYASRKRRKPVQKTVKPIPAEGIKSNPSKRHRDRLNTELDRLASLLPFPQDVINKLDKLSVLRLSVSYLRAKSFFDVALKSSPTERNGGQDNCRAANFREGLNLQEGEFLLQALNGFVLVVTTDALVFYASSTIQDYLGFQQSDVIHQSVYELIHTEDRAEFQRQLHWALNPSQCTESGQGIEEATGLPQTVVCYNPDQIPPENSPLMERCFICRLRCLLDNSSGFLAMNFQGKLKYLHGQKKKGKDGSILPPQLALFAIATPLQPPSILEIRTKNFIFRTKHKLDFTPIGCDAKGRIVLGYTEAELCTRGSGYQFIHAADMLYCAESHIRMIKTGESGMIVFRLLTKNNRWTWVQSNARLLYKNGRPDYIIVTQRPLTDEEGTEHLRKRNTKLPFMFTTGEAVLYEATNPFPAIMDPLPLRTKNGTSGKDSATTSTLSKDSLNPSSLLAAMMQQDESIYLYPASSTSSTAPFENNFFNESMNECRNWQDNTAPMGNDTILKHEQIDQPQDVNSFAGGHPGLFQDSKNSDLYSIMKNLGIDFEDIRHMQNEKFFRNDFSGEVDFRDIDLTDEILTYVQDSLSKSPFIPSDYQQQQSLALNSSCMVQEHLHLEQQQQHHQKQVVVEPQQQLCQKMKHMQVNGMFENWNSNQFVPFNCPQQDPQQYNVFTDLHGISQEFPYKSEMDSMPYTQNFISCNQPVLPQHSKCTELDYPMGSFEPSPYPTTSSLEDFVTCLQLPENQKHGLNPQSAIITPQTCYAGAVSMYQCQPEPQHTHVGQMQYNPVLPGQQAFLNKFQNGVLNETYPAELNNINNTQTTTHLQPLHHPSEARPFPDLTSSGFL
CIT2-GFP yeast – yeast TOR pathway CIT2-GFP modulation | AID 2029 | GFP response vs DMSO, % at 10 µM | 320,000 tested, 0.065% active | S. cerevisiae CIT2-GFP strain, flow cytometry, 3 h; 100 means same as DMSO wells;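 active = GFP response relative to DMSO above a set limit, near the screen mean plus 3 SD, cut at about 150% in these data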;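 note: ratio of well median GFP fluorescence to mean of DMSO wells on the plate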
AGP1-GFP MLPCN – yeast TOR pathway AGP1-GFP modulation; S. cerevisiae AGP1-GFP multiplex flow cytometry, 3 h; GFP as percent of DMSO wells; GFP response vs DMSO, % at 10 µM; 320,000 tested, 0.02% active;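 active = GFP response relative to DMSO above a set limit, near screen average plus 3 SD, cut at about 150% in these data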;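 note: median GFP channel fluorescence of the gated AGP1 strain per well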
Efflux pump mplx – inhibitors of Candida antifungal efflux pumps expressed in yeast; S. cerevisiae Candida pump triplex, Nile Red efflux; inhibition, % at 10 µM; 330,000 tested, 0.44% active;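 active = plate passing quality check with inhibition over a set limit, or well fluorescence over plate mean plus 4 SD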;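 note: Nile Red retained in pooled yeast measured as flow cytometry median fluorescence; 0% = buffer negative control and 100% = Enniatin B positive control; higher means more Nile Red kept so more efflux inhibition; some compounds called inactive have numbers as strong as hits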
MEP2-GFP yeast – yeast TOR pathway MEP2-GFP modulation. S. cerevisiae MEP2-GFP strain, flow cytometry GFP, 3 h; 100% = DMSO control level. GFP response vs DMSO, % at 10 µM. 330,000 tested, 0.51% active. AID 2016;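 active = GFP response versus DMSO above a set limit, roughly screen mean plus 3 SD, cut at about 180% in these data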;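 note: median GFP fluorescence of the barcode-gated MEP2-GFP cells per well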
Yeast superoxide – lowers age-related superoxide in aged yeast cells | 330,000 tested, 0.18% active | AID 2690 | superoxide response (% of plate mean), % at 10 µM | S. cerevisiae aged cells, superoxide DHE fluorescence; stronger effect = lower value;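 active = superoxide response under a set limit, about three screen SD below normal, cut at about 65% in these data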;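 note: yeast aged for seven days with compound at 30 °C before DHE staining; 100% = average MFI of all compound-treated wells on the plate with controls excluded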
* marks the source's active call; other numbers are inactive results; nt = no result given.

SMILES	RPL19A-GFP yeast	LAP4 TOR yeast	AHR act	CIT2-GFP yeast	AGP1-GFP MLPCN	Efflux pump mplx	MEP2-GFP yeast	Yeast superoxide
CN(C)CCCN1C(=O)c2cccc3cccc(c23)C1=O	102.3	92.7	141.0*	100.8	104.2	-0.1	105.2	100.5
CN(C)CCNC(=O)C(=O)NCC(c1ccc2c(c1)OCO2)N1CCN(c2ccc(F)cc2)CC1 (configuration not stated)	104.9	111.5	-0.8	106.8	115.0	0.0	103.5	90.2
Cc1nc2nc(SCC(=O)O)nn2c(C)c1Cc1ccccc1Cl	91.5	104.2	1.1	93.6	92.1	0.1	95.2	108.0
CC1CCCCN1CCn1c(=S)[nH]c2ncccc2c1=O (configuration not stated)	100.0	104.6	3.3	98.4	106.2	0.0	99.0	111.2
CCc1nc2ccccc2n1CC(=O)N1CCN(Cc2ccccc2)CC1	97.3	99.0	1.9	108.2	97.5	-0.1	99.3	105.3
CS(=O)(=O)Nc1cccc(C2=NN(C(=O)c3ccc(F)cc3)C(c3cccs3)C2)c1 (configuration not stated)	101.4	92.5	1.3	100.8	94.6	-0.1	100.8	97.5
COC(=O)C1[C@H]2SC(C)(C)C(C(=O)OC)N2C(=O)N1Cc1nc2ccccc2s1 (some centres not stated)	104.2	116.5	2.6	105.8	91.2	0.1	93.0	104.6
CCCCCC(=O)Nc1c2c(nc3ccccc13)CCC2	108.2	79.6	4.9	107.1	102.2	0.0	105.7	98.3
COc1ccccc1NC(=O)N1CCCC1C(=O)Nc1nnc(C(C)C)s1 (configuration not stated)	95.7	98.5	8.3	86.0	96.0	0.4	94.3	97.8
COc1ccc(C(=O)NC2CCN(S(=O)(=O)Cc3ccccc3)CC2)c(OC)c1	89.4	90.5	28.1	85.9	nt	0.1	93.8	94.3
O=C(NC1=NCCS1)[C@H](Cc1ccccc1)N1C(=O)c2ccccc2C1=O	102.5	99.2	1.9	102.2	102.5	-0.2	104.9	109.6
Cc1ccc(CNC(=O)c2ccc3c(=O)n(CCCN4CCCC4=O)c(=S)[nH]c3c2)cc1	97.2	90.5	0.7	96.0	95.8	-0.3	95.5	90.9
COc1ccc(N(CC(=O)N/N=C/c2ccccc2F)S(=O)(=O)c2ccccc2)cc1	101.8	88.4	2.8	96.7	92.5	0.0	104.7	113.0
Cc1ccc(NC(=O)COc2ccc(-c3nnco3)cc2)cc1S(=O)(=O)N1CCOCC1	96.6	91.2	-2.6	94.1	99.3	0.0	99.2	101.0
Cc1occc1-c1nnc(SCC(=O)N(C)C)o1	nt	94.5	0.3	102.2	99.6	-1.1	101.2	99.7
O=C(COC(=O)c1ccc2c(c1)OCCO2)Nc1ccc(F)cc1F	108.3	116.8	2.0	106.1	109.4	0.0	111.4	123.5
COc1ccc(CNC(=O)CN(C(=O)c2csnn2)c2ccc(F)cc2)cc1	102.7	109.0	-0.8	98.1	104.3	-0.2	107.4	99.2
Cc1ccc(C)c(N2CCN(C(=O)C3CCCN(S(=O)(=O)c4c(C)noc4C)C3)CC2)c1 (configuration not stated)	95.7	105.9	-0.5	87.7	97.6	0.0	97.2	77.0
CCN1CCN(C(c2nnnn2Cc2ccc3c(c2)OCO3)C(C)C)CC1 (configuration not stated)	98.3	104.5	-0.7	100.3	nt	0.2	100.2	107.3
COCCNC(=O)CSc1c2c(nc3ccc(Cl)cc13)CCCC2	104.8	93.3	1.1	104.4	104.0	0.0	104.2	97.1
Cc1cc2cc(CN(Cc3ccc4c(c3)OCO4)Cc3nnnn3C3CCCC3)c(=O)[nH]c2cc1C	98.8	95.4	0.1	92.0	99.5	0.0	106.4	82.3
CC(C)n1c(-c2cccnc2)nc2cnccc21	93.1	88.2	3.3	92.9	94.9	0.0	94.9	100.9
COc1ccc2occ(C(=O)c3ccccc3)c2c1	100.3	106.1	-4.4	96.6	99.6	0.3	99.8	97.8
Cc1cc(C(=O)CN2C(=O)NC3(CCCCC3)C2=O)c(C)n1-c1ccc2c(c1)OCO2	94.8	92.3	0.7	87.1	93.7	0.1	91.5	100.8
COC(=O)C(NNc1ccccc1)(NC(=O)c1cccc(F)c1)C(F)(F)F (configuration not stated)	98.2	99.6	5.4	100.4	100.3	0.0	102.0	111.5

Record cards, from the list above. Values in the order: RPL19A-GFP yeast	LAP4 TOR yeast	AHR act	CIT2-GFP yeast	AGP1-GFP MLPCN	Efflux pump mplx	MEP2-GFP yeast	Yeast superoxide
COc1ccc(C(=O)NC2CCN(S(=O)(=O)Cc3ccccc3)CC2)c(OC)c1 is listed as 89.4	90.5	28.1	85.9	nt	0.1	93.8	94.3
O=C(COC(=O)c1ccc2c(c1)OCCO2)Nc1ccc(F)cc1F is listed as 108.3	116.8	2.0	106.1	109.4	0.0	111.4	123.5

The results go on:
SMILES	RPL19A-GFP yeast	LAP4 TOR yeast	AHR act	CIT2-GFP yeast	AGP1-GFP MLPCN	Efflux pump mplx	MEP2-GFP yeast	Yeast superoxide
Cc1ccc(S(=O)(=O)N(CC2CO2)c2cc(Cl)ccc2Cl)cc1 (configuration not stated)	95.7	89.3	-1.6	98.2	88.9	-0.2	92.7	92.1
CCC1=Nc2cc(C(=O)NCCN3CCCC3)ccc2Sc2ccc(C)cc21	102.1	104.4	-0.1	105.4	110.3	-0.2	98.2	137.8
CC(=O)Nc1cc2nc(C)n(Cc3ccccc3[N+](=O)[O-])c2nc1C	102.8	97.6	2.1	110.0	103.7	0.0	106.6	113.7
COc1cc2[nH]c(=S)n(Cc3ccc(C)cc3)c(=O)c2cc1OC	103.0	96.2	4.3	106.7	103.1	-0.1	102.9	92.4
Clc1ccc(CSc2cc3c(nn2)-c2ccccc2CC3)cc1	90.8	105.8	47.3*	96.7	91.3	0.4	91.1	104.3
O=C(NC1CCN(Cc2ccccc2)C1)c1cc(S(=O)(=O)N2CCOCC2)ccc1Cl (configuration not stated)	102.9	107.4	2.2	111.9	108.9	0.0	101.8	95.3
CCNC(=O)c1cc(Br)ccc1Cl	92.7	93.1	-0.6	nt	88.9	0.2	97.5	100.1
CC1=CC(C)(C)N2C(=O)C3(NCCc4c3[nH]c3ccccc43)c3cccc1c32 (configuration not stated)	105.8	96.2	2.1	109.5	100.7	-0.1	109.3	95.0
COc1ccccc1CCC(=O)OCC(=O)Nc1ccc(C(N)=O)cc1	92.2	118.5	-0.3	108.0	104.3	-0.3	112.0	94.0
S=C(c1ccc(-c2ccccc2)o1)N1CCCCC1	101.8	101.5	7.6	96.6	91.2	0.7	96.1	91.8
CC(C)Cn1c(=O)c2ccccc2n2c(CCC(=O)NCC3CCCO3)nnc12 (configuration not stated)	100.3	104.1	-0.7	99.2	104.8	0.0	108.2	100.3
COC(=O)c1sccc1NC(=O)c1ccc(OC)cc1OC	91.0	115.7	-0.6	93.0	108.1	-0.1	92.8	99.1
CCS(=O)(=O)c1nc(S(=O)(=O)c2ccc(C)cc2)c(NCCN2CCOCC2)s1	97.0	93.8	0.6	112.5	100.0	-0.2	107.8	99.7
O=Cc1ccc(-n2cccn2)cc1	96.0	97.8	0.4	92.9	94.7	0.3	93.5	111.3
CCOc1ccc(NS(=O)(=O)c2cc(C(=O)N3CCN(C(C)=O)CC3)ccc2Cl)cc1	88.4	109.4	-0.5	89.2	100.5	0.0	108.2	100.8
Cc1c(C(=O)N2CCCCC2)nnn1-c1nonc1N	97.8	101.1	-0.5	106.0	99.6	-0.1	97.8	107.4
Cc1ccccc1CC(=O)N1CCOCC1	102.5	96.6	-1.9	98.2	100.3	0.0	102.8	96.5
CCC(=O)c1ccc(OCc2ccccc2)c(OC)c1	102.5	105.7	5.6	93.8	98.7	0.0	103.2	109.1
N#Cc1ccc(/C=N/NC(=O)CCc2ccc(S(=O)(=O)N3CCOCC3)cc2)cc1	102.6	89.9	0.6	97.5	96.8	0.1	91.9	98.0
COc1cccc(CN(C)Cc2nc3cc(C(F)(F)F)ccc3c(=O)[nH]2)c1	100.1	91.8	7.9	104.6	104.6	0.0	106.8	104.1
O=C(Nc1cc(-c2ccccc2)nn1C1CCCCC1)c1ccc(Cl)cc1	89.6	100.7	-1.1	79.0	90.0	-0.3	86.2	107.6
Cc1cccc(-c2nnc(SCCOc3ccc4c(C)cc(=O)oc4c3)o2)c1	98.1	100.7	-6.0	96.2	95.6	0.0	103.4	105.9
CCc1nc(SCC(=O)NCc2ccco2)c2c(=O)n(C)c(=O)n(C)c2n1	99.0	98.8	-1.9	123.5	105.7	0.0	96.1	105.5
Cc1ccc2nc(-c3ccccn3)cc(C(=O)NC(C)C(C)(C)C)c2c1 (configuration not stated)	104.0	98.7	3.5	88.9	94.3	0.2	104.5	119.4
CC(=O)C1=C(O)C(=O)N(Cc2ccco2)C1c1ccc(F)cc1 (configuration not stated)	94.1	91.5	-2.5	95.3	99.7	-0.1	94.2	98.8
Remaining list, next part
SMILES	RPL19A-GFP yeast	LAP4 TOR yeast	AHR act	CIT2-GFP yeast	AGP1-GFP MLPCN	Efflux pump mplx	MEP2-GFP yeast	Yeast superoxide
O=C(Nn1cnnc1)c1csc2ccccc12	94.4	118.3	2.6	100.8	106.8	0.0	103.8	75.2
CCOC(=O)Cc1csc(NC(=O)/C=C\c2ccccc2)n1	101.3	102.1	1.1	107.7	95.4	0.0	100.0	99.5
COc1c(C)cccc1C(=O)Nc1ccc(N2CCN(S(C)(=O)=O)CC2)cc1	88.5	82.3	0.4	89.3	82.5	0.0	95.6	103.8
CC1CC=C2C(C#N)=C(N)C(C#N)(C#N)C(c3cccs3)C2C1 (configuration not stated)	104.7	107.5	22.8	99.3	106.7	0.1	97.8	92.8
Cc1cc(C(=O)NCc2ccccc2F)c2ccccc2n1	100.9	110.0	1.4	93.7	102.2	0.1	98.7	97.9
Cc1ccc(N(NC(=O)C(C)(C)O)C(=O)c2ccccc2)cc1C	104.1	105.7	-0.6	108.8	105.7	0.0	107.3	88.0
Cc1cccc(NC(=O)C2CCN(S(=O)(=O)c3ccc4c(c3)NC(=O)CO4)CC2)c1C	96.2	89.6	2.1	104.3	96.9	-0.2	98.6	108.8
CCCCn1c(N)c(N(CC)C(=O)C(c2ccccc2)c2ccccc2)c(=O)[nH]c1=O	101.2	106.1	3.2	100.6	101.2	0.1	96.5	104.0
Cc1ccc(C(=S)N2CCN(Cc3ccccc3)CC2)cc1	88.2	94.5	1.3	nt	98.4	0.1	97.6	80.7
CCn1c(SCc2ccccc2)nc2ccccc2c1=O	100.3	93.4	3.6	90.5	87.9	-0.1	93.9	103.6
COc1ccc(N2C(=O)CC2(/C=C/c2ccccc2OC)C(=O)NC2CCCC2)cc1 (configuration not stated)	99.8	100.7	27.4	96.7	99.1	0.1	97.3	99.7
O=C(NCc1ccccn1)c1ccc(OC2CCN(Cc3ccccc3)CC2)cc1	95.3	93.0	6.2	81.0	92.2	0.2	94.9	98.8
Cc1cn(CC(=O)c2ccccc2)c2ccccc12	103.5	86.9	6.1	99.5	93.7	0.0	107.7	94.6
O=C(/C=C/Nc1ccc(F)c(F)c1)c1cccs1	101.7	93.4	40.8	88.1	97.8	0.1	97.7	96.0
Cc1c(Cl)c([N+](=O)[O-])nn1CCCC(=O)N1CCN(c2ccccc2)CC1	94.4	95.7	1.7	95.8	95.0	0.2	97.3	83.5

Six compounds from above, arranged by their value in MEP2-GFP yeast, descending.
smiles | MEP2-GFP yeast
CCOC(=O)Cc1csc(NC(=O)/C=C\c2ccccc2)n1 | 100.0
Cc1ccc(C(=S)N2CCN(Cc3ccccc3)CC2)cc1 | 97.6
Cc1c(Cl)c([N+](=O)[O-])nn1CCCC(=O)N1CCN(c2ccccc2)CC1 | 97.3
COc1c(C)cccc1C(=O)Nc1ccc(N2CCN(S(C)(=O)=O)CC2)cc1 | 95.6
O=C(NCc1ccccn1)c1ccc(OC2CCN(Cc3ccccc3)CC2)cc1 | 94.9
CCn1c(SCc2ccccc2)nc2ccccc2c1=O | 93.9
